CAL PDZ FP-1: inhibitors of human CAL PDZ peptide binding; Q9HD26; purified CAL PDZ, TMR-peptide fluorescence polarization, 1 h; inhibition, % at 20 µM; actives 0.02% (n = 330,000); AID 504414;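 active = highest replicate inhibition of at least 40%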;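 note: plate controls were DMSO neutral control wells for no effect and unlabeled competitor peptide control wells for full effect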
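Control set: unlabelled peptide and DMSO controls / Material: purified CerCALP PDZ construct / Timing: 1 h incubation at room temperature before polarization reading / Doses: 20 µM, one dose / Detection: fluorescence polarization (mP)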
CDK5 p35 inh: inhibitors of human CDK5/p35 kinase. Q00535+Q15078. Recombinant CDK5/p35, ADP-Glo luminescence, 60 min. inhibition, % at 10 µM. actives 0.01% (n = 330,000). AID 488839;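 active = highest replicate inhibition of at least 50% and at least 75% of replicates reaching 50%; inconclusive = only one of the two criteria met; inactive = both criteria failed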;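 note: plate controls were DMSO neutral control for no effect and GW8510 at 10 µM for full effect; many of its hits are not listed in these tables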
Target sequence (Q00535 whole entry, looked up): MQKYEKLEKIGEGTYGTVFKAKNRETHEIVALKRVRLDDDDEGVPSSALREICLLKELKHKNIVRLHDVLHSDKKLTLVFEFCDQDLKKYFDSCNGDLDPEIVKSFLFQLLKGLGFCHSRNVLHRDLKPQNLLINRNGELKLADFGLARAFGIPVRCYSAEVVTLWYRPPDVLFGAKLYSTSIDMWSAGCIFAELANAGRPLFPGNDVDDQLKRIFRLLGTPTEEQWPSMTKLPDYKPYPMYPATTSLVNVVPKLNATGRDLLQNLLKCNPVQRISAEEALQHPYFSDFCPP
Target sequence (Q15078 whole entry, looked up): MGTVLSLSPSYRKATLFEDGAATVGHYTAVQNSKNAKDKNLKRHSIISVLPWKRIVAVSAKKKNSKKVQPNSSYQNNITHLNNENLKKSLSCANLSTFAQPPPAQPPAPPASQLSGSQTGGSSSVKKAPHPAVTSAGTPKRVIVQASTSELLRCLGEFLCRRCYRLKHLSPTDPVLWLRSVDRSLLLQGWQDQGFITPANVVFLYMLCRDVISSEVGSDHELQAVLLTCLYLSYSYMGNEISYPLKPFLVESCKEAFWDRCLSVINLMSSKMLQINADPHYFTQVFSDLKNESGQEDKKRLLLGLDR
dFosB act: mouse delta FosB homodimer activation; activation, % at 25 µM; actives 0.99% (n = 340,000); AID 493131; purified delta FosB, TAMRA-CDK5 oligo fluorescence polarization; percent of positive-control signal above neutral wells; P13346;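 active = mean activation above about 17%, with every replicate also reaching it, limit read from the data, passing the limit was not always enough; inconclusive = only one of the two conditions met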;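 note: fluorescence polarization rise as delta FosB binds a TAMRA Cdk5 AP-1 oligo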
Target sequence (P13346 whole entry, looked up): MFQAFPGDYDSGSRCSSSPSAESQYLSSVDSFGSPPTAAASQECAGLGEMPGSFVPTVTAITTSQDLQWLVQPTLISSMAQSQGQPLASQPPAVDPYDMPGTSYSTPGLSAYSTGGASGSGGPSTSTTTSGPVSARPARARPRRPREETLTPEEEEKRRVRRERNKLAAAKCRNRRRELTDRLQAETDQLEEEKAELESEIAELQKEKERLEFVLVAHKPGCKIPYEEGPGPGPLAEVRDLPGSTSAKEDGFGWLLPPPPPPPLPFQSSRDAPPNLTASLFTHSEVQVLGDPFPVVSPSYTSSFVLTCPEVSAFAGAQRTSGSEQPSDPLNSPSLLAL
V-ATPase pHluor: yeast V-ATPase proton transport regulation by pHLuorin; S. cerevisiae, pHLuorin cytosolic pH fluorescence; response, % at 10 µM; actives 0.37% (n = 350,000); AID 504577; in the data active = response mostly above about 7.3%, no sharp cut-off; inactive = mostly below about 5.4%; note: actives read high; inactives centre near 0; some compounds called inactive have numbers as strong as hits
RTF Ca sens act: increases calcium sensitivity of human cardiac regulated thin filaments; activation, % at 7.2 µM; IANBD-labeled TnC RTF fluorescence at EC20 calcium; 0% EC20 calcium, 100% full calcium; P19429+P45379; actives 0.24% (n = 340,000);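 active = activation above the mean over all tested compounds plus 3 SD, cut at about 30% in these data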;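 note: rise in fluorescence read as greater calcium sensitivity of cardiac thin filaments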
Rtt109 HAT inh: blocks Candida albicans Rtt109/Vps75 acetyltransferase activity; purified Rtt109/Vps75, ThioGlo CoA-SH fluorescence, 4 h; inhibition, % at 34.9 µM; actives 0.16% (n = 330,000); AID 540336;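 active = inhibition of at least 50% in every replicate; inconclusive = best replicate reaches 50% inhibition but some replicates fall short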
MITF TRPM1 HTS: MITF TRPM1 promoter activation in melanoma cells; SK-MEL-5 TRPM1-promoter luciferase, 24 h; % of positive control, neutral wells = 0; activation, % at 12.5 µM; actives 0.75% (n = 300,000);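 active = mean activation of at least 80% with every replicate also reaching 80%; inconclusive = mean reaches 80% but some replicate falls short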;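 note: 0% = neutral control wells and 100% = parthenolide positive control wells; values of inactives mirror those of a sister screen read the other way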
CAL PDZ FP-2: CAL PDZ (human) peptide binding inhibition | Q9HD26 | purified CAL PDZ, TMR-peptide fluorescence polarization, 1 h | inhibition, % at 24.9 µM | actives 0.92% (n = 300,000) | AID 602252;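 active = mean inhibition of at least 30% with at least half of replicates also reaching 30%; inconclusive = no clear call, values can overlap the other calls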;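 note: 0% = DMSO neutral control and 100% = excess unlabeled competitor peptide PRC23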
Wnt bcat act: activates Wnt/beta-catenin signaling in a reporter cell assay. activator, plate reader. activation, % at 9.35 µM. actives 1.2% (n = 300,000); in the data active = activation above about 30%, passing the limit was not always enough; inconclusive = no clear call, values can overlap the other calls;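 note: 0% = neutral control wells and 100% = positive control wells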
Tat transport: inhibitors of E. coli Tat protein transport. inhibition, % at 10 µM. actives 0.036% (n = 340,000). E. coli MC4100 TorA-mCherry Tat export, fluorescence;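 active = mean replicate inhibition at least 50% and at least half of replicates individually reaching 50%; inconclusive = only one of the two criteria met; inactive = neither criterion met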;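 note: exported cargo escapes ClpAP degradation while cytoplasmic cargo is degraded and loses fluorescence; 0% = median of neutral control wells and 100% = median of NaSCN control wells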
* marks the source's active call; other numbers are inactive results; ? = inconclusive; . = not tested or not shown.

Values run as follows: CAL PDZ FP-1, CDK5 p35 inh, dFosB act, V-ATPase pHluor, RTF Ca sens act, Rtt109 HAT inh, MITF TRPM1 HTS, CAL PDZ FP-2, Wnt bcat act, Tat transport
[1] COc1cccc2c1C(=O)c1c(O)c3c(c(O)c1C2=O)C[C@@](O)(C(=O)CO)C[C@@H]3O[C@H]1C[C@H](N)[C@H](O)[C@H](C)O1
    15, 1.5, -336, 3, 209*, ?, -86, 6, -1, -14
[2] C=CCSC1=N/C(=C\c2ccsc2)C(=O)S1
    -0.7, 1.0, -2, 0, -4, -8, -2, -4, ., 6
[3] O=C(CCc1nc(-c2ccccc2)no1)NC1CCCCC1
    0.0, -1.1, 5, -5, -2, -8, 1, 0, ., 14
[4] COc1ccc2nc3ccccc3nc2c1NC(=O)c1ccccc1Cl
    0.2, 1.4, 3, -1, -2, -2, 16, -3, 0, -2
[5] Cc1ccc(NS(=O)(=O)c2c(C)[nH]c(C)c2C(=O)N2CCCCC2)c(Cl)c1
    -1.4, ., -4, 2, -3, 1, 6, -6, -2, 1
[6] CCCCn1cnc2c(c1=O)c1nc3ccccc3nc1n2Cc1ccc2c(c1)OCO2
    -4.5, -2.1, -9, 2, 4, -5, -11, -3, 3, -5
[7] O=C(NCc1ccco1)c1cc2ccccc2o1
    -0.9, 1.4, 3, 1, -2, 0, 24, -3, 1, -1
[8] CCn1ccnc1CN(C)Cc1cn(-c2ccc(C)cc2)nc1-c1cccc(C)c1
    0.2, 1.9, -13, 5, -2, -2, 12, 9, -1, 5
[9] O=C(O)c1cc(NN=Nc2cccc([N+](=O)[O-])c2)cc([N+](=O)[O-])c1
    -3.0, -0.7, -11, 1, -6, 13, -1, 2, 0, 0
[10] COc1cccc(NC(=O)COC(=O)c2c(C)nn(-c3ccccc3)c2C)c1
    -1.0, 1.3, -12, 4, 0, 17, 19, 1, 4, -2
[11] COc1cc(/C=C2/C(=O)N=C(N)N2C)cc(OC)c1OC
    0.0, -0.5, -3, -5, 0, 4, -5, -3, -1, -4
[12] Cc1noc(C)c1S(=O)(=O)Nc1ccc2c(c1)CC(=O)N([C@H](C)CO)C[C@H](C)[C@H](CN(C)S(=O)(=O)c1ccc(F)cc1)O2
    -1.1, 1.2, -9, 0, -4, 16, 14, 0, -2, 0
[13] CN(CCCNC(=O)c1ccc(CS(=O)c2ccc(Br)cc2)o1)Cc1ccccc1 (configuration not stated)
    -1.6, ., -3, -3, -4, 0, -10, -3, -2, -1
[14] C=CCn1c(SCC(=O)c2c(N)n(C3CC3)c(=O)[nH]c2=O)nnc1-c1ccoc1C
    -0.4, -0.4, -5, -1, -2, -4, -3, ., 0, 0
[15] CCn1c(Cn2nnc(-c3ccccc3)n2)nnc1SCc1ccc(Cl)c(Cl)c1
    -1.6, 0.7, -7, -1, -3, -6, -6, -5, ., 18
[16] O=C(NCc1ccccc1C(F)(F)F)c1cccc2c1C(=O)c1ccc(N3CCCCC3)cc1S2(=O)=O
    0.4, 1.3, 0, -1, 6, -4, 12, -1, -1, -1
[17] CC1CN(C(=O)COC(=O)[C@@H](NC(=O)c2ccccc2Cl)C(C)C)CC(C)O1 (some centres not stated)
    1.0, 0.9, 5, -1, 4, -2, ., -3, 2, -6
[18] COC(=O)CSc1nnc(-c2ccc(S(=O)(=O)N3CCCC3)cc2)o1
    -2.1, -0.2, -2, -1, -7, -2, 7, -1, 3, 5
[19] COc1ccccc1N(CC(O)COc1ccccc1C)S(=O)(=O)c1ccccc1 (configuration not stated)
    -0.2, -0.2, -2, -5, -1, 4, 12, -3, -2, 3
[20] COc1ccccc1NCCC(=O)OCC(=O)Nc1cccc(S(=O)(=O)N(C)C)c1
    -0.9, -0.8, -9, -2, -9, 4, -5, -3, -2, -3
[21] CCOC(=O)c1sc(NC(=O)CSc2ncn[nH]2)c(C#N)c1C
    -0.6, -2.2, -33, -2, 2, -8, -19, -6, ., 3
[22] CCOC(=O)C1(Nc2nccs2)Sc2ccccc2NC1=O (configuration not stated)
    -2.0, 1.7, -9, -2, -2, -2, ., -5, ., -3
[23] CCN(CC)c1ccc(NC(=S)NC(=O)c2ccco2)cc1
    0.4, 1.2, -3, -6, -5, 12, 58, 5, 9, -5
[24] Cc1[nH]c(=O)[nH]c(=O)c1/C=N/NC(=O)[C@H](CC(C)C)NC(=O)OC(C)(C)C
    -0.6, -1.0, -4, 0, -2, 18, 9, -5, ., -7
[25] N#C/C(=C(/O)c1ccccc1F)c1nc2cc(C(F)(F)F)ccc2s1
    0.5, 0.2, -4, -3, -3, ., 5, -1, 1, -5
[26] Cc1nnc(SC(C(=O)Nc2ccc(Cl)c([N+](=O)[O-])c2)c2ccccc2)[nH]c1=O (configuration not stated)
    20, -1.9, -16, 0, -2, 4, 1, 62*, 1, 0
[27] CCc1ccc(-n2c(C)nc3cc(C(=O)NCc4cccnc4)ccc32)cc1
    -1.5, 0.4, -14, -2, -3, 1, 5, ., 5, -6
[28] O=C(CN1C(=O)NC2(CCCc3ccccc32)C1=O)c1ccc(F)cc1 (configuration not stated)
    -1.3, 2.5, -7, 1, -2, 11, 11, ., 0, -3
[29] CN(C)S(=O)(=O)N1CCN(S(=O)(=O)c2ccccc2)CC1
    0.2, -1.2, 8, 0, -1, -9, 0, 59*, ., -11
[30] CN(C(=O)COC(=O)CSc1ccc([N+](=O)[O-])cc1)C1CCS(=O)(=O)C1 (configuration not stated)
    -2.1, 2.0, -1, -1, 3, 0, 14, -4, -1, 2

Whole records, quoted from the list. Screens in order: CAL PDZ FP-1	CDK5 p35 inh	dFosB act	V-ATPase pHluor	RTF Ca sens act	Rtt109 HAT inh	MITF TRPM1 HTS	CAL PDZ FP-2	Wnt bcat act	Tat transport
Results for CN(C(=O)COC(=O)CSc1ccc([N+](=O)[O-])cc1)C1CCS(=O)(=O)C1 (configuration not stated) : -2.1	2.0	-1	-1	3	0	14	-4	-1	2
Results for O=C(O)c1cc(NN=Nc2cccc([N+](=O)[O-])c2)cc([N+](=O)[O-])c1 : -3.0	-0.7	-11	1	-6	13	-1	2	0	0

New compounds follow.
Values run as follows: CAL PDZ FP-1, CDK5 p35 inh, dFosB act, V-ATPase pHluor, RTF Ca sens act, Rtt109 HAT inh, MITF TRPM1 HTS, CAL PDZ FP-2, Wnt bcat act, Tat transport
[31] CC(C)N1CCC(N2CCN(Cc3ccc(C#CC(C)(C)O)s3)CC2CCO)CC1 (configuration not stated)
    -0.2, -0.3, 0, 1, 1, 2, -3, -6, -3, -1
[32] COCCN1C(=O)N(c2ccc(Cl)cc2)C(=O)C1CC(=O)Nc1cc(OC)cc(OC)c1 (configuration not stated)
    -1.3, -1.8, -8, 0, 1, 2, ., -6, -1, 2
[33] CCC(C)Nc1nc(C)nc2c1oc1ccccc12 (configuration not stated)
    -1.1, 0.5, -17, 1, 0, 0, ., -4, -1, 14
[34] CCOC(=O)c1cccnc1NC(=O)c1ccccc1
    -0.6, -2.2, -6, -1, -5, 7, 52, 4, ?, -2
[35] O=C1CC(c2ccccc2)=Nc2ccccc2N1
    -1.9, 0.2, -7, 6, -2, 4, 12, -4, 2, 2
[36] COc1ccc(C(=O)COC(=O)c2ccco2)cc1
    0.1, -2.6, 0, 0, 2, -2, 65, -1, ., -10
[37] CCN1CCN(c2cc(C)c3cc(NC(=S)NCCN(C)C)ccc3n2)CC1
    3.1, -6.3, 20*, 0, -4, 8, 5, -1, 0, 3
[38] CCN(Cc1ccccc1)c1ccc(/C=N/N=C(N)N)cc1
    2.2, 2.4, ?, -1, -2, ?, -63, -3, -6, 4
[39] COc1ccc(OC)c(C(=O)NC(CC(N)=O)c2ccc(N3CCC(N4CCCC4)CC3)c([N+](=O)[O-])c2)c1 (configuration not stated)
    -1.5, 0.6, 1, 0, -4, 12, 10, -3, 2, -2
[40] Cc1noc(C)c1C(=O)Nc1nc(C23CC4CC(CC(C4)C2)C3)cs1
    -2.7, 0.0, -7, 2, 1, 0, -1, -6, ., 11
[41] COC(=O)C1CCN(C(=O)CN2C(=O)c3ccccc3S2(=O)=O)CC1
    -2.2, 1.2, -6, 6, 16, -2, -4, -1, 1, -5
[42] COc1cccc(C(=O)Nc2cc3c(cc2N2CCOCC2)n(C)c(=O)n3C)c1
    -0.8, -1.5, -5, 1, 2, -26, 12, ., -1, 0
[43] CCCCC(CC)CNC(=O)C1C2C=CC(C2)C1C(=O)O (configuration not stated)
    -0.5, 0.1, -10, 10, -4, 1, -1, ., ., 5
[44] Fc1ccc(/C=N/c2c(-c3ccc(F)cc3)nc3n2CCS3)cc1
    -0.2, 2.0, -10, -4, 3, -4, 17, -8, ., -5
[45] CC1C(=O)N2CCCc3cc(S(=O)(=O)NCc4ccc(F)cc4)cc1c32 (configuration not stated)
    -4.4, 0.1, -6, 2, -6, 4, 1, -3, -1, 6
[46] CCOC(=O)C1=C(c2ccccc2)NC(=O)NC1c1ccc(O)c(OCC)c1 (configuration not stated)
    -0.9, 0.6, -7, -1, -6, -8, 0, 0, 0, -2
[47] O=C(Nc1cccc(-n2cnnn2)c1)c1cccc(Cl)c1
    -1.3, -1.6, -6, 4, 0, -3, -4, -2, -2, -8
[48] C=CCN(c1ccc(C(=O)Nc2ccc3c(c2)n(C)c(=O)n3C)cc1)S(C)(=O)=O
    -1.5, 0.7, -2, -4, 3, -7, -10, ., -1, 3
[49] Cc1ccccc1C(=O)Nc1ccc(N2CCCCCC2)cc1
    -3.2, -2.1, -8, 5, 9, -3, 31, 0, 14, 5
[50] O=S(=O)(Nc1ccc2c(c1)OCO2)c1ccc(Br)s1
    -2.6, -0.8, -4, -2, -1, -1, 31, -2, 8, -1
[51] Cc1csc(NC(=O)/C=C/c2ccco2)n1
    -1.7, -0.2, -7, 1, 6, -1, 50, -1, ., -3

3 entries from above, arranged by count of non-hydrogen atoms, ascending.
Values run as follows: CAL PDZ FP-1, CDK5 p35 inh, dFosB act, V-ATPase pHluor, RTF Ca sens act, Rtt109 HAT inh, MITF TRPM1 HTS, CAL PDZ FP-2, Wnt bcat act, Tat transport
[43] CCCCC(CC)CNC(=O)C1C2C=CC(C2)C1C(=O)O (configuration not stated)
    -0.5, 0.1, -10, 10, -4, 1, -1, ., ., 5
[46] CCOC(=O)C1=C(c2ccccc2)NC(=O)NC1c1ccc(O)c(OCC)c1 (configuration not stated)
    -0.9, 0.6, -7, -1, -6, -8, 0, 0, 0, -2
[31] CC(C)N1CCC(N2CCN(Cc3ccc(C#CC(C)(C)O)s3)CC2CCO)CC1 (configuration not stated)
    -0.2, -0.3, 0, 1, 1, 2, -3, -6, -3, -1

Source: PubChem
